Compound activity as filed in PubChem.
RTF Ca sens inh: cardiac RTF calcium desensitization | P19429+P45379 | 340,000 compounds, 0.12% hits | inhibition, % at 7.15 µM | IANBD-labeled cardiac RTF, Ca2+ fluorescence;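 active = inhibition above the mean inhibition of all tested compounds plus 3 SD, cut at about 17% in these data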;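 also: assay run at fixed EC70 calcium of 1.6 mM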
CAL PDZ FP-1: human CAL PDZ-peptide interaction inhibition; Q9HD26; purified CAL PDZ, TMR-peptide fluorescence polarization, 1 h; inhibition, % at 20 µM; 330,000 compounds, 0.02% hits; AID 504414;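 active = highest replicate inhibition of at least 40%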;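 also: plate controls were DMSO neutral control wells for no effect and unlabeled competitor peptide control wells for full effect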
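System: purified tagged CAL PDZ domain construct (CerCALP). Schedule: 1 h incubation at room temperature before polarization reading. Medium: 25 mM sodium phosphate pH 7.4, 150 mM NaCl, TCEP, IgG, Thesit. Read-out: percent inhibition from loss of millipolarization. Measured by: FP readout, S and P plane fluorescence. Probe or stimulus: fluorescent TMR peptide probe.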
PKA-R2B activ: activators of human PKA-R2B complex; P22694+P31323; PKA-R2B holoenzyme dissociation, Cy5-IP20 fluorescence polarization; R2B truncated from residue 108, S112A mutant; 0% DMSO only, 100% 113 µM cGMP; activation, % at 11.4 µM; 340,000 compounds, 0.079% hits; AID 504700;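 active = activation above a cutoff set at the mean over all compounds plus 3 SD, cut at about 18% in these data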;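 also: higher means more holoenzyme dissociation and a rise in polarization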
Target sequence (P31323 whole entry, looked up, other chains not shown, the tested form may be a part): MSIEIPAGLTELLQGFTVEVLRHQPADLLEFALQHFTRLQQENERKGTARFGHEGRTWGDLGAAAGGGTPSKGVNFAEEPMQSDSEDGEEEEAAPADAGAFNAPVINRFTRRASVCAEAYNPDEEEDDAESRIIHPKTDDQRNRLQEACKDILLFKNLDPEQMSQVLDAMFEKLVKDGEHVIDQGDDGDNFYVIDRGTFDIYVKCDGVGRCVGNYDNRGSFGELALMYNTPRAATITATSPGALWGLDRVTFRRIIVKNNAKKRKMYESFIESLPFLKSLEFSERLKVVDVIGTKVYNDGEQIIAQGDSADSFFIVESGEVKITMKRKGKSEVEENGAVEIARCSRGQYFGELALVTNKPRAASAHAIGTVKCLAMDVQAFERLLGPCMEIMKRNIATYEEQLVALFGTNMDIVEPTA
LANA DNA inh: blocks KSHV LANA C-terminal domain binding to DNA | MBP-C-LANA/FAM-LBS DNA binding, fluorescence polarization | AID 504423 | 340,000 compounds, 0.078% hits | inhibition, % at 9 µM;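 active = highest replicate inhibition at or above 60% at 9 µM, even if other replicates fall short; inactive = all replicates below 60% inhibition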;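 also: 0% = neutral control wells and 100% = 4 µM acridine orange control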
SR-BI DiI-HDL act: activators of SR-BI mediated HDL lipid uptake. 320,000 compounds, 0.096% hits. activation, % at 12.5 µM. CHO ldlA[mSR-BI] cells, DiI-HDL uptake fluorescence, 3 h; 100 = double the neutral-control signal;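 active = mean replicate activation of at least 60% and every replicate at or above 60%; inconclusive = mean or all-replicate condition met, but not both; inactive = mean below 60% and not all replicates reaching 60%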;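 also: 0% = median plate neutral-control signal and 100% = twice that signal; values of inactives mirror those of a sister screen read the other way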
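system = CHO ldlA[mSR-BI] cells, LDL receptor-null, SR-BI overexpressing | medium = Ham's F12 with 0.5% BSA, HEPES 25 mM, pH 7.4 | probe or stimulus = DiI-HDL 10 µg/mL | compound dosing = single-point compound dose | incubation = compound exposure 3 h, 37 °C | technique = DiI fluorescence, bottom read | read-out = cell-associated DiI fluorescence as measure of HDL uptake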
Keap1 Nrf2 FP: disrupts human Keap1 binding to Nrf2 peptide | AID 504523 | Q14145 | 340,000 compounds, 0.15% hits | Keap1 Kelch-Nrf2 peptide fluorescence polarization, 1536-well | inhibition, % at 9.4 µM; in the data active = inhibition above about 12%; inconclusive = no clear call, values can overlap the other calls; inactive = below about 7.3%;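 also: human Keap1 Kelch domain with fluorescein labeled Nrf2 9mer peptide probe; 0% = neutral control wells and 100% = peptide positive control; higher means more block of Keap1 binding to Nrf2 peptide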
CAL PDZ FP-2: CAL PDZ (human) peptide binding inhibition. purified CAL PDZ, TMR-peptide fluorescence polarization, 1 h. inhibition, % at 24.9 µM. 300,000 compounds, 0.92% hits. AID 602252;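 active = mean inhibition of at least 30% with at least half of replicates also reaching 30%; inconclusive = no clear call, values can overlap the other calls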;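 also: 0% = DMSO neutral control and 100% = excess unlabeled competitor peptide PRC23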
RTF Ca sens act: increases calcium sensitivity of human cardiac regulated thin filaments; P19429+P45379; IANBD-labeled TnC RTF fluorescence at EC20 calcium; 0% EC20 calcium, 100% full calcium; activation, % at 7.2 µM; 340,000 compounds, 0.24% hits; AID 493008;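 active = activation above the mean over all tested compounds plus 3 SD, cut at about 30% in these data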;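 also: rise in fluorescence read as greater calcium sensitivity of cardiac thin filaments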
DAGLB inh: diacylglycerol lipase beta (human) inhibition; Q8NCG7; HEK293T DAGLB membrane lysate, EnzChek fluorogenic substrate; inhibition, % at 5.17 µM; 340,000 compounds, 0.059% hits; in the data active = inhibition above about 34%;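 also: 0% = enzyme with vehicle and 100% = wells lacking enzyme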
Target sequence (Q8NCG7 whole entry, looked up): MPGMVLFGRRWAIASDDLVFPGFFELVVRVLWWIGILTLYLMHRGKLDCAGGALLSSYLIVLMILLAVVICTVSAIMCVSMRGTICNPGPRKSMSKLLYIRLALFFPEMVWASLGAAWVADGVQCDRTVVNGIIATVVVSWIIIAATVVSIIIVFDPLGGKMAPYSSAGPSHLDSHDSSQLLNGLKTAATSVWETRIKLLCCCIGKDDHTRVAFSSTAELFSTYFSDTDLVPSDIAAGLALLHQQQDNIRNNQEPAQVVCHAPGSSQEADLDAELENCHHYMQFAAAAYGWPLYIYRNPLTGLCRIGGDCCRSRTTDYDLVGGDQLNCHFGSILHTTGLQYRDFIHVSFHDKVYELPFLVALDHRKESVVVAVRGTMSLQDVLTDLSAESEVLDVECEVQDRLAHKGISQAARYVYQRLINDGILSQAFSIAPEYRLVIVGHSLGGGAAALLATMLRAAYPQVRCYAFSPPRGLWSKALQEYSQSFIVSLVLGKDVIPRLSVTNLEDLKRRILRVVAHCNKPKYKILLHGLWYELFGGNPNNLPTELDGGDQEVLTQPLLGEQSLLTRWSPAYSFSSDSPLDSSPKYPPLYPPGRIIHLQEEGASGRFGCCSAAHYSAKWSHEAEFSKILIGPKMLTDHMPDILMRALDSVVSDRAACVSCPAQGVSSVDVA
Rtt109 Vps75: blocks Candida albicans Rtt109/Vps75 acetyltransferase activity; purified Rtt109/Vps75, ThioGlo CoA-SH fluorescence, 4 h; 330,000 compounds, 0.16% hits; Q5AAJ8; inhibition, % at 34.9 µM;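 active = inhibition of at least 50% in every replicate; inconclusive = best replicate reaches 50% inhibition but some replicates fall short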
* = called active by the depositor; ? = inconclusive; / = no result given.

SMILES	RTF Ca sens inh	CAL PDZ FP-1	PKA-R2B activ	LANA DNA inh	SR-BI DiI-HDL act	Keap1 Nrf2 FP	CAL PDZ FP-2	RTF Ca sens act	DAGLB inh	Rtt109 Vps75
O=C(Nc1ccc(S(=O)(=O)Nc2ccc(F)cc2)cc1)c1ccc(CN2CCOCC2)cc1	-7	-3.2	-7	0.2	-33	0	-4	-1	-1	2
Cc1ccc(-c2cc(Cc3ccccn3)c(=O)[nH]n2)cc1	0	-0.6	-13	-3.6	0	-1	/	7	-3	-3
COc1ccc(S(=O)(=O)N2CCCC(C(=O)N3CCN(C)CC3)C2)cc1C (stereo not given)	2	0.9	-3	-0.1	-3	-3	-2	-4	0	2
CC(=O)OCC1=C(C(=O)OC(C)(C)C)N2C(=O)[C@@H](NC(=O)Cc3ccccc3)[C@H]2SC1	-6	0.7	8	0.5	-30	-6	6	2	4	4
O=C(NCc1ccc(Cl)cc1)c1n[nH]c([N+](=O)[O-])c1Cl	0	-0.8	-17	-1.0	21	-6	4	2	6	3
COc1ccc(/C=C(/NC(=O)c2cccs2)C(=O)NC(C)(C)C)cc1OC	-6	-0.7	-6	0.5	-6	2	/	-4	3	-4
CCC(=O)Nc1nc2ccc3nc(C)sc3c2s1	-2	-3.7	-3	-0.7	-28	1	/	2	1	-8
CCc1ccc(CNC(=O)CCc2cn(C)c3ccccc23)cc1	-4	0.1	-10	3.9	-4	-5	-2	-4	-11	-2
CNC(=O)COC(=O)c1ccc(-c2nc3ccccc3s2)s1	0	-1.5	2	-0.6	3	-2	/	-5	-2	-12
COC(=O)N/N=C/c1ccccc1OCCOc1ccc(OC)cc1	-1	-1.6	-11	-2.1	-23	2	/	-6	-2	-4
Cc1ccc(NC(=O)C2CC3CCC2C3)c(Br)c1 (stereo not given)	3	0.0	-7	-0.4	-2	-1	/	-2	-9	11
CN1C(=O)C(O)(CC(=O)/C=C/c2ccco2)c2ccccc21 (stereo not given)	-4	-0.5	10	0.7	16	1	5	2	0	-7
COc1cccc(C2c3[nH]c4ccccc4c3C[C@H]3C(=O)N(CCCOC(C)C)CC(=O)N23)c1 (stereo not given in full)	0	0.1	-7	0.3	-49	-2	-4	0	3	1
Cc1cc(NC(=O)CCC(=O)N(CC(=O)NC2CCCC2)c2ccc3c(c2)OCCO3)no1	1	/	-15	-3.4	16	-3	-4	-2	-2	4
CC1CCN(c2c(NCC3CCC(C(=O)NCCc4ccccc4)CC3)c(=O)c2=O)CC1 (stereo not given)	0	0.1	5	1.0	-2	1	-4	1	3	0
O=C(/C=C/c1ccccc1[N+](=O)[O-])c1ccc(F)cc1	-4	-2.1	-10	9.4	-1	-3	-4	1	0	12
CN(C)C(=O)COC(=O)[C@H](Cc1ccccc1)NC(=O)c1ccco1	-10	0.8	-8	0.4	2	-7	-2	9	-1	-6
Cc1nc2nc(CCc3ccccc3)nn2c(C)c1Cl	-16	-0.4	10	-1.4	-1	1	/	-2	-1	1
COc1ccc(CCNC(=O)c2nnc(Cc3c(F)cccc3Cl)o2)cc1OC	-14	-2.2	-20	-0.8	-2	-6	1	-4	-1	-1
CCCCN1CC(=O)N2[C@H]3c4cc(Cl)ccc4OC[C@@H]3[C@H](c3ccccc3)[C@]2(C)C1=O	-15	0.1	-6	0.2	-4	-3	-3	1	-4	5
Cn1c(N2CCN(C(=O)NCc3ccccc3)CC2)nc2ccccc21	2	-1.0	3	-0.2	-1	-1	1	-5	-2	-3
O=C(c1ccc(Cl)cc1)C1CCN(C(=O)c2ccccc2)CC1	-4	-0.4	-5	1.4	-1	-3	-5	-2	-1	-6
COc1ccccc1-n1c(SCC(=O)Nc2cccc3ccccc23)nc(O)cc1=O	-11	-1.3	-5	1.9	25	-9	0	-3	7	-3
OCCOCCn1c(C(CO)Nc2nc(-c3cccc(Br)c3)cs2)nc2ccccc21 (stereo not given)	-2	0.8	-9	-0.8	-3	0	0	-7	0	-15
Cc1noc(C)c1S(=O)(=O)N(CC(=O)NC1CCC(C)CC1)c1ccc(C(C)C)cc1 (stereo not given)	1	-2.7	-5	0.2	-5	-6	-1	3	-5	2
Cc1nn(Cc2ccccc2Cl)c(C)c1C(=O)Nc1nnc(C2CC2)s1	-4	-2.6	1	-0.7	1	-5	-1	-7	0	13
CCCc1cc(-c2[nH]ncc2-c2ccc(C(=O)OCC)o2)c(O)cc1O	5	-3.0	-3	-0.4	-70	0	0	2	4	0
CC(=O)c1cc(-c2ccc(F)cc2)n(CCC(=O)Nc2cccc(C)n2)c1C	-14	-2.6	0	-1.6	-47	0	1	0	-2	/
CCn1c(N2CCC(C)CC2)nc2c1c(=O)n(C)c(=O)n2C	-3	-0.2	0	-1.5	18	0	-2	-3	-3	-1
O=C(O)c1cccc(Nc2cc(Cl)c3nonc3c2[N+](=O)[O-])c1	-3	-16	-9	-1.0	14	-2	3	0	0	16
CCOC(=O)C1=C(C)Nc2nc(SCC)[nH]c(=O)c2C1c1ccncc1 (stereo not given)	1	-1.4	10	-0.2	-2	-3	-3	9	-3	19
Cc1ccc2c(CC(=O)NCC3COc4ccccc4O3)coc2c1 (stereo not given)	-2	-0.9	-1	-1.5	4	-3	-1	4	-6	-16
O=C(COC(=O)c1c(Cl)cccc1Cl)NC1CCCCCCC1	-11	-1.4	-1	-1.5	-11	0	/	7	-13	-15
C/C(=N\Nc1nc(C)c(C)s1)c1ccc([N+](=O)[O-])cc1	0	-7.4	11	-1.0	-81	1	-4	-2	8	-6
C=CC[C@@H]1Cc2c(Br)ccc(Br)c2[C@@H](CC=C)N1	6	-0.2	-6	-0.4	-12	0	-2	7	-12	4
Oc1ccc(O)c(Cc2nc3ccccc3s2)c1	6	-1.0	-5	1.0	16	-2	-5	0	1	3
CCCCn1c(SCC(=O)N2CCCC2)nc2cc(S(N)(=O)=O)ccc21	-6	0.1	16	-0.8	/	-5	1	3	0	-21
CCOC(=O)Nc1cccc(Nc2ccccc2)c1	-7	-2.1	-12	-0.1	-38	-2	-3	5	1	-7
O=C(Cn1cnc2cc([N+](=O)[O-])ccc2c1=O)NCc1ccccc1	-2	-0.3	-4	-1.3	1	4	-5	2	1	9
COc1ccc(-n2cnc3cc(C(=O)NCC4CCCO4)ccc32)cc1 (stereo not given)	3	-2.7	-11	1.0	/	-2	-3	1	1	-3
O=C(O)/C=C/c1ccc(S(=O)(=O)NCc2ccco2)cc1	1	0.0	-6	1.0	-4	4	6	-3	-3	-5
O=C(O)c1ccc(-n2c(/C=C/c3cccc([N+](=O)[O-])c3)nc3ccccc3c2=O)cc1	-3	-1.3	-13	3.7	0	-2	-5	22	-3	-3
Cc1ccc(-n2c(SCC(=O)NCc3ccco3)nc3sc(C)c(C)c3c2=O)cc1	-4	-1.1	-6	-0.2	-11	0	-1	-6	2	9
c1ccc2c(c1)CC(CN1CCNCC1)O2 (stereo not given)	8	1.2	8	0.4	7	1	6	1	-2	4
C/C(CC(=O)Nc1ccc(OCc2ccccc2)cc1)=N\NC(=O)C(=O)Nc1ccc(C)c(Cl)c1	-7	-0.3	-9	-0.6	-62	-3	-3	-2	1	2
CSc1nc(N)nc(SCC(=O)CC(=O)OC(C)C)c1C#N	-6	-1.3	-3	-0.9	2	-8	-1	-1	0	5
Cn1c(=O)c2c(nc(N3CCOCC3)n2C)n(C)c1=O	-1	0.1	-5	1.6	49	-3	-2	-12	-1	-2
O=C1NC(NS(=O)(=O)c2ccccc2)(C(F)(F)F)C(=O)N1CCc1ccccc1 (stereo not given)	-12	-2.7	2	2.6	32	1	-2	5	1	8
CCCc1cc(C(=O)NNC(=S)NCC2CCCO2)cs1 (stereo not given)	-7	-0.4	2	-2.2	-1	-2	10	1	-2	-7
CCN(Cc1ccccc1)C(=S)NC(=O)c1ccccc1Br	-2	0.5	2	-0.1	25	-4	-1	-3	-3	5
(more compounds)
SMILES	RTF Ca sens inh	CAL PDZ FP-1	PKA-R2B activ	LANA DNA inh	SR-BI DiI-HDL act	Keap1 Nrf2 FP	CAL PDZ FP-2	RTF Ca sens act	DAGLB inh	Rtt109 Vps75
NC(=O)CN1CCOCCOCCOCCOCCOCC1	-9	-1.9	-10	0.0	6	-3	1	-1	-1	8
CCOC(=O)CC1=NC(=O)CS1	-6	-0.5	-1	0.8	39	-1	-5	2	2	5
CCCN1Cc2cccc(C(=O)Nc3ccc4c(c3)OCO4)c2C1=O	7	-1.4	-2	1.4	/	-2	-4	4	1	13
COc1ccc(CNC(=O)CN2CCC(NC(=O)c3ccc(OC)cc3)CC2)cc1	-20	-1.2	14	-0.4	/	-2	2	7	-1	-3
COc1ccc(Cc2noc(CN3CCC(c4ccncc4)CC3)n2)cc1OC	0	-0.2	-6	0.1	/	-5	-3	-1	-1	-6
Cc1nc2c(C#N)c(-c3ccc(Cl)cc3)ccn2n1	7	0.3	2	1.4	17	3	0	1	1	-2
O=[N+]([O-])c1cccc2ccc(/C=C/c3cccc(Br)c3)nc12	-2	-0.6	3	2.2	-41	-3	1	-5	-9	0
COCCNC(=O)C(c1ccc(F)cc1)N(CCOC)C(=O)CCC(=O)Nc1ccccn1 (stereo not given)	1	-2.5	-6	-2.1	13	-2	-5	2	2	2
CC(=O)c1ccc(NC(=O)C(C)Sc2nnnn2C)cc1 (stereo not given)	-14	-0.2	-6	-1.0	-12	0	/	-2	-3	-5
CCN(CC)CCNc1nc2cc(OC)c(OC)cc2c2nc(-c3ccccc3)nn12	-7	/	-9	-5.6	6	-6	-7	2	0	?
S=C(NCCc1ccc(Cl)cc1)Nc1ccc(Cl)cc1Cl	5	-1.4	-18	0.3	6	-3	-2	7	-9	5
COc1cccc(C2c3[nH]c4ccccc4c3CCN2C(=O)Cn2cncn2)c1OC (stereo not given)	6	-0.2	3	1.6	7	1	-1	1	-3	3
O=C(Cc1ccc(NC(=O)C2CCN(C(=O)C3CC3)CC2)cc1)Nc1cccc(C(=O)N2CCCCC2)c1	-6	-2.8	14	2.1	29	-1	-1	-4	1	-7

Reprinted at random: 2 compounds from above
SMILES	RTF Ca sens inh	CAL PDZ FP-1	PKA-R2B activ	LANA DNA inh	SR-BI DiI-HDL act	Keap1 Nrf2 FP	CAL PDZ FP-2	RTF Ca sens act	DAGLB inh	Rtt109 Vps75
CC(=O)c1ccc(NC(=O)C(C)Sc2nnnn2C)cc1 (stereo not given)	-14	-0.2	-6	-1.0	-12	0	/	-2	-3	-5
S=C(NCCc1ccc(Cl)cc1)Nc1ccc(Cl)cc1Cl	5	-1.4	-18	0.3	6	-3	-2	7	-9	5

Rows are unselected; any-hit rate near 1.6%.
